DNA Pol III inh = blocks replication by bacterial DNA polymerase III holoenzyme; reconstituted DNA polymerase III holoenzyme replication, biochemical; Potency, µM (series often up to 57.1 µM), for the others: at the top dose activity change, negative = inhibition; 0.25% of 71,000 active; note: potency is the fitted concentration of half-maximal effect; % is set by controls: 0 for no effect and ±100 for the full control effect
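Reconstituted *E. coli* holoenzyme (0.35 nM Pol III, 1 nM beta, 154 nM SSB, 2 nM primase) was preincubated with compound for 15 min at RT. Synthesis on 1.4 nM ssM13Gori ran 35 min, then was stopped with PicoGreen/EDTA and read as dsDNA fluorescence.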
CRE-bla Fsk = CRE-bla signaling modulation under forskolin stimulation; CHO CRE-bla reporter (cAMP response element driving beta-lactamase), forskolin EC10, beta-lactamase ratio; Potency, µM (highest dose often 38.2 µM), without a hit: at the top dose activity change, negative = inhibition, most hits filed as activators; 2.5% of 71,000 active; AID 662; active = well fitted activation curve with a large enough effect in the signal ratio, with a control signal flat, not every such curve was filed as active; inconclusive = small, poorly fitted or top-dose-only effect, or effect the other way, or a change in a side signal; the % refers to the signal ratio; note: potency is the fitted concentration of half-maximal effect; % of control where 0% means no effect
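The 460nm/530nm emission ratio after CCF4 loading defined %Activity, from which AC50 values were obtained. CRE-bla CHO cells received compound dilution series together with an EC10 level of NKH 477 for 3 hours at 37 degrees Celsius.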
Luciferase inh = inhibitors of firefly luciferase; purified firefly luciferase, luminescence, 8 min; Potency, µM (titrated, usually from 57.1 µM), for inactives: at the top dose activity change, negative = inhibition, actives largely listed as inhibitors; 2.2% of 72,000 active; AID 411; note: potency is the fitted concentration of half-maximal effect; % is set by controls: 0 for no effect and ±100 for the full control effect; nearly all actives have a fitted effect of over 40% in size
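qHTS concentration-response profiling: light output of P. pyralis luciferase with luciferin and 10 uM ATP, imidazole buffer pH 7.2. Read by luminescence after 8-min room-temperature incubation.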
Rhodamine fluor = compound autofluorescence in rhodamine spectral region; Rhodamine-region fluorescence, 547/598 nm, Tris buffer; stronger effect = higher value; max dye-equivalent concentration, M; 0.05% of 59,000 active; AID 594; in the data active = max dye-equivalent concentration above about 11 nM; inconclusive = between about 1.1 nM and that limit
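Read-out is relative fluorescence at 547 nm excitation and 598 nm emission, expressed as dye-equivalent concentration using rhodamine standards on every plate. Each compound was profiled across a concentration series after 15 min in 100 mM Tris, pH 8.0.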
15-hLO inh = 15-hLO (ALOX15) enzyme inhibition. P16050. purified 15hLO-1, xylenol orange hydroperoxide absorbance. Potency, µM (highest dose often 57.1 µM), without a hit: at the highest dose activity change, negative = inhibition, most hits filed as inhibitors. 1.4% of 74,000 active; note: potency is the fitted concentration of half-maximal effect; % is set by controls: 0 for no effect and ±100 for the full control effect; nearly all actives have a fitted effect of over 55% in size
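Purified human 15hLO-1 (40 nM) in 25 mM Hepes pH 7.5, 0.01% Triton X-100, preincubated 15 min RT with compound, then 50 uM arachidonic acid for 6 min. Hydroperoxide read by ferrous/xylenol orange, 30 min; 573/405 nm absorbance ratio gave progress.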
TexasRed autofl = compound fluoresces in the Texas Red spectral region. 0.06% of 59,000 active. Compound fluorescence, Texas Red channel, 547/618 nm; stronger effect = higher value. max dye-equivalent concentration, M; in the data active = max dye-equivalent concentration above about 10 nM; inconclusive = between about 1.1 nM and that limit
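Compound fluorescence was read after 15 min at room temperature in 100 mM Tris, pH 8.0, using 547 nm excitation and 618 nm emission across a concentration series. It was expressed as Texas Red dye-equivalent concentration from an on-plate standard curve.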
Hsp90 Hop PPI = changes Hsp90-Hop TPR2A binding signal, up or down. Potency, µM (titrated, usually from 57 µM), for the others: top-dose activity change, negative = inhibition. AID 595. 0.44% of 71,000 active. AlphaScreen TPR2A-His6 binding biotin-Hsp90 C-terminal peptide; active = well fitted curve in either direction with a large enough effect; inconclusive = small, poorly fitted or top-dose-only effect, or another doubt; note: potency is the fitted concentration of half-maximal effect; % is set by controls: 0 for no effect and ±100 for the full control effect; many of its hits are not listed in these tables
ERK AVP inh = blocks ERK signaling stimulated by vasopressin; HEK293-V1b, vasopressin-stimulated pERK AlphaScreen; Potency, µM (titrated, usually from 57.5 µM), for the others: at the highest dose activity, negative = inhibition, hits mostly inhibitors; 0.99% of 72,000 active; AID 995; note: potency is the fitted concentration of half-maximal effect; % is set by controls: 0 for no effect and ±100 for the full control effect; nearly all actives have a fitted effect of over 55% in size
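qHTS, compounds titrated on V1b-expressing HEK293 cells. Preincubation 30 min at 37C, vasopressin 25 nM for 5 min, lysis 10 min, bead incubation 5 hr at room temperature.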
Tau fil binding = tau filament binding; P10636; recombinant tau filaments, thioflavin S fluorescence, 15 h; filaments grown with octadecylsulfate alongside compound; Potency, µM (doses to about 57.1 µM), without a hit: top-dose activity change, negative = inhibition; 2% of 71,000 active; AID 596;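 note: potency is the fitted concentration of half-maximal effect; % is set by controls: 0 for no effect and ±100 for the full control effect; actives lower thioflavin S fluorescence by blocking filaments or displacing dye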
Target sequence (P10636 whole entry, looked up): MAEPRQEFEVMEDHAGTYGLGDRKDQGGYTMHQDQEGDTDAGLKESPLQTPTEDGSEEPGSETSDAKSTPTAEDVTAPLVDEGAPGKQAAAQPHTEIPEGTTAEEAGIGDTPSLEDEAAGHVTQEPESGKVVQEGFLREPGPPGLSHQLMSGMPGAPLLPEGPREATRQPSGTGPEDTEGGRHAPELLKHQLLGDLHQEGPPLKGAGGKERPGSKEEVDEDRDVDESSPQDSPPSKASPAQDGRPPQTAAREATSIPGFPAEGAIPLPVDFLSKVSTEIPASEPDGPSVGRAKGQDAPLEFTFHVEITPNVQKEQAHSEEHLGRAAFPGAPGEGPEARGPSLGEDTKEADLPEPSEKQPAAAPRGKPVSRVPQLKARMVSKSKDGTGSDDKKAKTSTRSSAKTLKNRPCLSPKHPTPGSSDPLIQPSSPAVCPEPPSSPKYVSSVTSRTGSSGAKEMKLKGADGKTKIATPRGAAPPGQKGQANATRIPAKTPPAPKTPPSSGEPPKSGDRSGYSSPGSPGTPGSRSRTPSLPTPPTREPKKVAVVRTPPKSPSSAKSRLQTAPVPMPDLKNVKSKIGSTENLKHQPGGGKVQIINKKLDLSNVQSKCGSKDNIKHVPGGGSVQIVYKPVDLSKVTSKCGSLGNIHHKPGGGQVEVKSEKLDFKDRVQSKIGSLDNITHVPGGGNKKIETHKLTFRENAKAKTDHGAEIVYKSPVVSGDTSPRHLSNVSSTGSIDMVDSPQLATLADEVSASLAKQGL
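Assay mix: 1 uM His-tagged tau, 30 uM sodium octadecylsulfate, thioflavine S dye in HEPES/NaCl/DTT buffer. Compound is added prior to the inducer. Fluorescence after 15 h at 37 C.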
HADH2 inh = inhibitors of human HADH2 dehydrogenase; recombinant HADH2, NADH fluorescence, beta-hydroxybutyryl-CoA; AID 886; Potency, µM (top dose mostly 57.1 µM), inactives show at the highest dose activity change, negative = inhibition, hits mostly inhibitors; 3.4% of 73,000 active; note: potency is the fitted concentration of half-maximal effect; % is set by controls: 0 for no effect and ±100 for the full control effect; nearly all actives have a fitted effect of over 60% in size; many of its hits are not listed in these tables
Target sequence (Q99714 whole entry, looked up, one chain of several): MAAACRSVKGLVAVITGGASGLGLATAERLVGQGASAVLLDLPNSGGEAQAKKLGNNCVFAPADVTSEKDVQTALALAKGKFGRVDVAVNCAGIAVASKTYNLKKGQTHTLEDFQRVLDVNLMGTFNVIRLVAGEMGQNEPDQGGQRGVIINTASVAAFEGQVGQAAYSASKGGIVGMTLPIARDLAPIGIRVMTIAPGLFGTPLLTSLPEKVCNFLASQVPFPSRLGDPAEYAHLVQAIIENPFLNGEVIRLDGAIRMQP
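E. coli-expressed His-tagged HADH2 tested at 20 nM in alkaline Tris buffer (pH 9.0); oxidation of 90 uM beta-hydroxybutyryl-CoA with 1 mM NAD+ tracked fluorimetrically for 4 min.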
HBB splicing = modulators of hemoglobin beta chain splicing. HBB splicing reporter cell assay, activation; EGFP reporter with mutant IVS2-654 intron; response scale: normalised to 500 nM splice-correcting PNA. Potency, µM (highest dose often 46.1 µM), for inactives: at the highest dose activation, most hits filed as activators. 0.06% of 65,000 active. AID 925; note: potency is the fitted concentration of half-maximal effect; 0% is about no effect
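Compounds were applied for 2 days to HeLa EGFP-654 cells, 500/well in Optimem with 2% FCS. The reporter's EGFP is disrupted by mis-splicing of beta-globin intron IVS2-654. Readout: summed well GFP fluorescence from 488 nm laser scanning; reference was 500 nM antisense […] 654 PNA.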
Numbers without * were called inactive; i = inactive; ? = inconclusive; / = no result given; [ ] = remark or other dose. Unless noted, calls come from the whole dose curve; as a rule, active = well fitted curve in the direction sought with a large enough effect; inconclusive = small, poorly fitted or top-dose-only effect, or another doubt; inactive = no such curve, though single readings can be large; an effect the other way counts as inactive or inconclusive.

SMILES	DNA Pol III inh	CRE-bla Fsk	Luciferase inh	Rhodamine fluor	15-hLO inh	TexasRed autofl	Hsp90 Hop PPI	ERK AVP inh	Tau fil binding	HADH2 inh	HBB splicing
CCC(C(=O)Nc1cc(C)nn1-c1nc(C)cc(C)n1)c1ccccc1 (stereo not given)	1%	13µM*	0%	i	3%	i	0%	?	84%	21%	-0.3%[57.5 µM]
Cc1cccc(C2CC(c3ccccc3)Nc3ncnn32)c1 (stereo not given)	1%	11%	1%	/	26%	/	-3%[2.3 µM]	-23%	-16%	?	1.1%
CC(=O)C1C(c2cccc(Oc3ccccc3)c2)NC(=O)NC1(O)C(F)(F)F (stereo not given)	-6%	-3%	3%	i	-3%	i	-8%	12%	-10%	-2%	-0.2%
O=C(Cn1nnc(-c2ccccc2NC(=O)C2CC2)n1)NC1CCCCC1	-7%	?	2%	i	-2%	i	0%	7%	-1%	17%	-0.8%
NCC1CCC(C(=O)O)CC1 (stereo not given)	-3%[25.6 µM]	4%[17.1 µM]	-2%[25.5 µM]	i	-6%	?	-6%[26 µM]	7%	1%[25.6 µM]	-4%[25.6 µM]	0.8%[20.6 µM]
O=C(Nc1ccc(-c2nc3ccccc3o2)c(O)c1)c1cc(-n2cnnc2)ccc1Cl	1%	?	-1%	i	4%	?	-5%	6.3µM*	i	25µM*	2.7%
COc1cc(-c2nc(-c3ccc(C)nc3OC)no2)cc(OC)c1OC	-4%	-16%	-2%	i	2%	i	-5%	3%	17%	3%	-0.9%
O=C(Cn1c(=O)n(Cc2ccco2)c(=O)c2cc(Cl)ccc21)NCC1CCCO1 (stereo not given)	-7%	5%	2%	i	1%	i	4%	-2%	14%	2%	7.6%
CCn1c(SCC(=O)N2CCOCC2)nc(O)cc1=O	-3%	2%	3%	/	-1%	/	4%[2.3 µM]	11%	5%	-4%	0.0%
C=CCn1c(SCC(=O)NC2CCCCC2)nnc1-c1sc(N)nc1C	-2%	0%	3%	i	1%	i	1%	-20%	12%	-10%	-0.7%
CN(C)c1ncc2ncc(=O)n(Cc3ccc(F)cc3)c2n1	-3%	?	1%[11.4 µM]	i	-6%	i	-4%	-20%	-5%	0%	0.2%
CCOC(=O)C1C(=O)NC(SCC(N)=O)=C(C#N)C1c1ccccc1OCC (stereo not given)	-1%	-1%	1%	/	-11%	/	-5%	-26%	8%	?	-0.3%
Cc1ccc(C)c(NC(=O)CSc2n[nH]c(-c3ccncc3)n2)c1	-3%	4%	-1%	i	6%	i	-6%	-7%	11%	7%	-0.1%
C[C@H](Br)C(=O)Nc1ccc(C(=O)O)c(O)c1	-10%[11.4 µM]	-5%[7.6 µM]	1%[11.4 µM]	i	-15%[11.4 µM]	i	-13%[11 µM]	-8%[11.5 µM]	-3%[11.4 µM]	-21%[11.4 µM]	0.7%[9.22 µM]
Cc1ccc(NCc2nnc(SCC(=O)NCc3ccco3)n2CC2CCCO2)c(C)c1 (stereo not given)	0%	-4%	1%	i	-4%	i	-9%	5%	-2%	12%	/
O=C(c1ccc(OCC2CCCO2)cc1)N1CCN(c2ccccc2)CC1 (stereo not given)	?	-5%	0%	i	8%	i	0%	-26%	-5%	13%	2.1%[57.5 µM]
CC1(C)CC(=O)C(C=NC(CCC(N)=O)C(=O)O)=C(O)C1 (stereo not given)	-8%	0%	-20%	i	9%	i	2%	0%	10%	-5%	-1.5%
CCOc1ccc(N2C(=O)CC(Sc3nccc(C)n3)C2=O)cc1 (stereo not given)	-1%	1%	1%	i	-1%	i	-2%	4%	9%	-1%	-0.3%
CCN1CCN(CCC(=O)Nc2ccccc2OC)CC1	-4%	3%	2%	i	17%	i	1%	-5%	8%	-3%	/
Cc1nn(-c2ccccc2)c2[nH]c(=O)c(CNc3ccc(N4CCOCC4)cc3)cc12	-4%	?	-5%	i	13µM*	i	?	-18%	20µM*	-3%	3.9%
Cc1cccc(OCCn2c(NC(=O)c3ccco3)nc3ccccc32)c1	-6%	29%	-9%	i	7%	?	-2%	-11%	370%	-21%	-0.7%
O=C(C1CC1)N1CCc2cc(Br)cc(S(=O)(=O)NCCCN3CCCC3)c21	-3%	5%	1%	i	-7%	i	-7%	-7%	26%	6%	-0.2%
C=CCNc1nc(-c2sc(NC(C)=O)nc2C)cs1	2%	0%	-17%	/	-9%	/	-8%	-9%	0%	?	-1.8%
CN(CC(=O)Nc1ccc(F)c(F)c1F)c1cnccn1	-6%	?	-6%	i	10%	?	1%	-28%	3%	0%	0.1%[57.5 µM]
COCCN1Cc2c(sc(C)c2C)N(C(=O)c2ccccc2)C1	12%	?	-24%	i	-11%	?	-3%	11%	-19%	5%	-3.5%[0.369 µM]
CCOc1ccccc1NC(=O)c1cccc2c1C(=O)N(CCOC)C2	-3%	?	0%	/	-6%	/	-1%	-17%	7%	2%	-1.6%
COc1ccc(OC)c(S(=O)(=O)N(C)CC(=O)O)c1	-1%	?	0%	i	6%	?	-3%	3%	-11%	-1%	1.8%
O=C(Nc1nc(-c2nc3ccccc3s2)cs1)c1ccco1	-19%	-3%	-5%	/	3%	/	2%	/	131%	12%	-0.6%
COc1ccccc1NC(=O)C1=C(C)NC(=O)NC1c1ccccc1F (stereo not given)	-6%	-1%	4%	/	-2%	/	-9%	/	6%	4%	-1.1%
NC(=O)C1CCN(C(=O)CSc2ccccn2)CC1	0%	-5%	1%	i	3%	i	-3%	4%	0%	5%	-1.7%
CN(CC(=O)NCC1CCCO1)S(=O)(=O)c1cc(Cl)ccc1Cl (stereo not given)	-5%	-1%	0%	i	2%	i	-3%	9%	-7%	1%	/
O=C(NCc1ccco1)c1ccc2c(=O)n(CC3CCCO3)c(=S)[nH]c2c1 (stereo not given)	-6%	?	2%	i	-2%	i	-29%	?	-7%	-7%	-0.3%
Cc1nc2ccccc2c(=O)n1NC(=O)Nc1ccccc1	1%	-12%	-1%	i	2%	?	-4%	3%	-4%	2%	-0.5%
COc1ccc(C(=O)CN2C3=NCCCN3c3ccccc32)cc1OC	-6%	-2%	1%	/	1%	/	-1%	-12%	32%	-5%	-0.7%
CCOc1cc(C)c(Cl)cc1S(=O)(=O)N(CC)CC	1%	-3%	3%	i	6%	i	-6%	-13%	3%	18%	-0.1%
O=C(CN1CCN(C(=O)c2cccs2)CC1)NC1CCCCC1	55%	-3%	4%	i	-5%	i	-1%	-1%	8%	3%	-4.0%
CCCCC(=O)Nc1cccc2c1C(=O)N(c1ccccc1)C2=O	2%	?	0%	/	?	/	?	68%[activator]	-28%	-6%	-1.5%
CCOC(=O)Cn1cc(C(=O)OC)c2ccccc21	-2%	8%	-1%	i	-8%	i	1%	0%	-3%	29%	/
Cc1ccc(N(CC(=O)N2CCN(c3ccc(F)cc3)CC2)S(=O)(=O)c2c(C)nn(C)c2C)cc1	2%	1%	1%	/	-11%	/	-3%[2.3 µM]	?	36%	-4%	-1.0%
CO[C@H]1COC(=O)[C@@H](C)COC(=O)[C@@H](OCc2ccccc2)/C=C\[C@@H]1C	/	/	-1%[11.4 µM]	/	3%[11.4 µM]	/	/	2%[11.5 µM]	/	10%[11.4 µM]	-0.2%[9.22 µM]
Cc1ccc2oc(=O)n(CCCOc3ccccc3)c2c1	-2%	6%	-2%	i	-6%	i	?	11%	-17%	14%	/
CS(=O)(=O)N1CCCC(C(=O)N2CCOCC2)C1 (stereo not given)	-5%	-7%	3%	i	10%	i	3%	5%	8%	8%	-1.1%
Cc1ccc(CC2CC(=O)N(CCc3ccc4c(c3)OCO4)C2=O)cc1 (stereo not given)	4%	-13%	-1%	/	-10%	/	8%	23%	-17%	-8%	-0.9%[9.22 µM]
COCCn1c(=O)c(-c2ccc(F)cc2)nc2cnc(N(C)C)nc21	-7%	1.6µM*	-1%[11.4 µM]	i	-14%	i	-4%	22%	16%	18%	1.0%

Single records, as listed above. Screens in order: DNA Pol III inh, CRE-bla Fsk, Luciferase inh, Rhodamine fluor, 15-hLO inh, TexasRed autofl, Hsp90 Hop PPI, ERK AVP inh, Tau fil binding, HADH2 inh, HBB splicing
CCn1c(SCC(=O)N2CCOCC2)nc(O)cc1=O as listed: -3%, 2%, 3%, /, -1%, /, 4%[2.3 µM], 11%, 5%, -4%, 0.0%
C[C@H](Br)C(=O)Nc1ccc(C(=O)O)c(O)c1 as listed: -10%[11.4 µM], -5%[7.6 µM], 1%[11.4 µM], i, -15%[11.4 µM], i, -13%[11 µM], -8%[11.5 µM], -3%[11.4 µM], -21%[11.4 µM], 0.7%[9.22 µM]

Assay outcomes from PubChem.

An excerpt; count on the stated rates, not on these rows.
